GLS inh = glutaminase GLS (human) inhibition; O94925; GLS enzymatic activity, qHTS titration; Potency, µM (titrated, usually from 45.5 µM), for the others: at the top dose activity change, negative = inhibition, actives largely listed as inhibitors; 0.21% of 410,000 active; further: potency means the concentration at half of the fitted maximal effect; on the % scale 0 is the no-effect control and ±100 the full control effect
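Glutamate formation by hKGA was monitored fluorometrically using coupled glutamate oxidase, HRP and Amplex Red. Substrate was added as 1 mM L-glutamine solution; incubation was 30 min at RT after an initial read.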
PI4K2A inh = PI4K2A (human) kinase inhibition | 0.13% of 420,000 active | purified PI4K2A, ADP-Glo luminescence, 1 h; active compounds read low | activity change, negative = inhibition, % at 76.9 µM | Q9BTU6 | AID 1346378; in the data active means activity change below about -50%; inconclusive means mostly about -30% to -49%;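 further: -100% = wells without enzyme as full effect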
Target sequence (Q9BTU6 whole entry, looked up): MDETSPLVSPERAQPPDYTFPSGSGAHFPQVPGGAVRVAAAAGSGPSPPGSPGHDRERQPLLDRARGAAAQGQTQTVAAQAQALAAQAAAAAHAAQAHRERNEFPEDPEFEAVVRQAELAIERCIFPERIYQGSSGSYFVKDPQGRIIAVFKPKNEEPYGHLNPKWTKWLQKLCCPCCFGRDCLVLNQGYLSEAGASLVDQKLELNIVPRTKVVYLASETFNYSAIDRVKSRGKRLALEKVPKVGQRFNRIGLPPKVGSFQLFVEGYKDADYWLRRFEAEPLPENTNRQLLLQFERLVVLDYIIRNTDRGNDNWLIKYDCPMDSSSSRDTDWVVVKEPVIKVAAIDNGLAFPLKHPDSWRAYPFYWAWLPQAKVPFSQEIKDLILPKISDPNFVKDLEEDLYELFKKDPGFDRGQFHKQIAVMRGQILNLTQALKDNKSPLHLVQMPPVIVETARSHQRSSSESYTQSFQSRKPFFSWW
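ADP-Glo luminescence measured ADP generated by PI4K2A enzyme (4 ug/mL before mixing) with 1.2 mM PI substrate (pre-mix) and 300 microM ATP (pre-mix). Tris pH7.5 buffer with MgCl2, Triton X-100; 1 h reaction at ambient temperature.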
USP1 inh = USP1/UAF1 (human) deubiquitinase inhibition; O94782; recombinant USP1/UAF1, Ub-Rhodamine cleavage fluorescence; Potency, µM (highest dose often 57.1 µM), without a hit: at the top dose activity change, negative = inhibition, hits mostly inhibitors; 0.23% of 390,000 active; AID 743255; further: potency means the concentration at half of the fitted maximal effect; on the % scale 0 is the no-effect control and ±100 the full control effect; nearly all actives have a fitted effect of over 60% in size; inactives centre near -12
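USP1/UAF1 complex at 1 nM was preincubated with compound for 15 min at room temperature, then Ub-Rho substrate (150nM final) was added. Fluorescence (480/540 nm) was read kinetically, 6 reads every 60 seconds.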
TrxR1 inh = inhibitors of rat thioredoxin reductase 1 | O89049 | recombinant rTrxR1, NADPH fluorescence consumption, selenite substrate | Potency, µM (doses to about 114 µM), without a hit: top-dose activity change, negative = inhibition, most hits filed as inhibitors | 1% of 390,000 active | AID 588453; further: potency means the concentration at half of the fitted maximal effect; on the % scale 0 is the no-effect control and ±100 the full control effect; nearly all actives have a fitted effect of over 65% in size
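Rat TrxR1 (90 nM in the dispensed reagent) was pre-reduced with 400 uM NADPH for 5 min at room temperature, then incubated with compound for 15 min. After 400 uM selenite was added, NADPH fluorescence (Ex 340/Em 450 nm) was followed for 8 min.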
HP1b binding inh = blocks HP1-beta chromodomain binding to methylated histone tails. AlphaScreen HP1-beta / biotin-H3K9me3 peptide binding. Potency, µM (titrated, usually from 114 µM), inactives show at the top dose activity change, negative = inhibition, actives largely listed as inhibitors. 0.56% of 390,000 active. AID 540317; further: potency means the concentration at half of the fitted maximal effect; nearly all actives have a fitted effect of over 70% in size; inactives centre near 23
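AlphaScreen: HP1-beta (50 nM) preformed 30 min with biotin-H3(1-18)K9me3 peptide (50 nM) in PBS pH 7.4, 0.01% Tween-20. Compound added for 30 min at RT, then streptavidin donor/nickel chelate acceptor beads (10 ug/mL) for 30 min.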
mIDH1 inhibitor = inhibitors of human mutant IDH1 R132H; O75874; Potency, µM (doses to about 76.6 µM), for inactives: top-dose activity change, negative = inhibition, usual class: inhibitors; 0.093% of 390,000 active; IDH1-R132H enzyme, NADPH consumption, diaphorase/resazurin fluorescence; further: potency means the concentration at half of the fitted maximal effect; on the % scale 0 is the no-effect control and ±100 the full control effect; nearly all actives have a fitted effect of over 65% in size
Target sequence (O75874 whole entry R132H, stated change not applied): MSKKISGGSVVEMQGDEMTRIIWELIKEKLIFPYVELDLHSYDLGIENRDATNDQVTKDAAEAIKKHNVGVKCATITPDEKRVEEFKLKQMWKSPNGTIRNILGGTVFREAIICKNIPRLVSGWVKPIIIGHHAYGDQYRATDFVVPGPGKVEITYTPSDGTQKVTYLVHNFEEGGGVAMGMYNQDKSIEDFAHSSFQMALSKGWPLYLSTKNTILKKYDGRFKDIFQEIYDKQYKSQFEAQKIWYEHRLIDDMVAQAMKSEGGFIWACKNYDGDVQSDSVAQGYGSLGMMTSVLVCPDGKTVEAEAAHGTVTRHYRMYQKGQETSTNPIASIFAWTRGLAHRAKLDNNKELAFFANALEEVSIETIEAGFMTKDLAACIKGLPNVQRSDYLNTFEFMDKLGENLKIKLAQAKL
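IDH1-R132H (0.5 ug/mL dispensed) in pH 7.5 Tris buffer was preincubated 30 min with compound, then given a substrate mix of 0.016 mM NADPH and 2 mM alpha-KG for 80 min at room temperature; remaining NADPH was read by diaphorase/resazurin fluorescence.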
Tb PGK inh = blocks T. brucei phosphoglycerate kinase. Potency, µM (series often up to 57.5 µM), inactives show top-dose activity change, negative = inhibition, actives largely listed as inhibitors. 0.043% of 380,000 active. PGK/GAPDH coupled, Kinase-Glo luminescence, 60 min; further: potency means the concentration at half of the fitted maximal effect; on the % scale 0 is the no-effect control and ±100 the full control effect; nearly all actives have a fitted effect of over 60% in size
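Luminescent ATP detection (Kinase-Glo Plus) follows a 60-minute room-temperature incubation, with wells lacking PGK as controls. Buffer: 100 mM TEA (pH 7.6), 5 mM MgCl2, 0.01% Tween-20. Coupling enzyme GAPDH (100 nM final) supplies unstable 1,3-BPG in-well.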
Pin1 inh = human Pin1 inhibition; Q13526; Pin1 FP peptide displacement, HiFluor488, 10 min; Potency, µM (titrated, usually from 115 µM), without a hit: at the top dose activity, negative = inhibition, hits mostly inhibitors; 0.009% of 390,000 active; AID 504891; active means well fitted inhibition curve with a large enough effect in the polarisation, with a control signal flat, not every such curve was filed as active; inconclusive means small, poorly fitted or top-dose-only effect, or effect the other way, or a change in a side signal; inactive means no such curve, though single readings can be large or run the other way; the % refers to the polarisation; further: potency means the concentration at half of the fitted maximal effect; on the % scale 0 is the no-effect control and ±100 the full control effect
TrxR1 substrate = rat thioredoxin reductase 1 substrate activity | O89049 | purified TrxR1 substrate turnover, NADPH consumption readout | Potency, µM (series often up to 114 µM), inactives show at the top dose activity change, negative = substrate turnover | 0.01% of 390,000 active | AID 588456; further: potency means the concentration at half of the fitted maximal effect; on the % scale 0 is the no-effect control and ±100 the full control effect; nearly all actives have a fitted effect of over 50% in size
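Rat TrxR1, dispensed at 90 nM, was prereduced with 400 uM NADPH (final) for 5 min at ~22 deg C, then incubated with compound 15 min before 400 uM selenite. A first-read NADPH fluorescence drop versus no-compound background flagged substrates.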
Numbers without * were called inactive; i = inactive; ? = inconclusive; . = not tested or not shown; [ ] = remark or other dose. Unless noted, the call rests on the fitted dose curve; in most records, active means well fitted curve in the direction sought with a large enough effect; inconclusive means small, poorly fitted or top-dose-only effect, or another doubt; inactive means no such curve, though single readings can be large; an effect the other way counts as inactive or inconclusive. This is a subset; count on the stated rates, not on these rows.

GLS inh | PI4K2A inh | USP1 inh | TrxR1 inh | HP1b binding inh | mIDH1 inhibitor | Tb PGK inh | Pin1 inh | TrxR1 substrate | compound
3% | -3 | -12% | -20% | 12% | 4% | 3% | -2% | -1% | O=S(=O)(Cc1ccccc1)NC1c2ccccc2Oc2ccccc21
15% | 8 | -11% | -13% | 12% | -5% | 3% | -9% | -14% | COc1ccc(Cl)cc1C(=O)NNC(=O)c1ccc(F)c(S(=O)(=O)N2CCOCC2)c1
-1% | -4 | -8% | 15% | 22% | 2% | -9% | -5% | -2% | Cc1cc(=O)n(C(C)(C)C)c(=O)n1Cc1ccccc1
2% | 5 | -5% | 23%[57.1 µM] | 37% | 2% | 0% | 5% | 9%[57.1 µM] | Cc1c(N(CC(=O)O)S(=O)(=O)c2ccccc2)c(=O)n(-c2ccccc2)n1C
3% | -1 | -27% | 11%[57.1 µM] | 21% | 6% | i | 2% | 3%[57.1 µM] | O=C(Nc1ccc(F)cc1)c1cccc2c1C(=O)N(CC1CCCO1)C2 (configuration not stated)
8% | 1 | -21% | -5%[57.1 µM] | 29% | 8% | i | -5% | -8%[57.1 µM] | CCC(C)/C(C)=N/NC(=O)CNS(=O)(=O)c1ccc([N+](=O)[O-])cc1 (configuration not stated)
-2% | 2 | -1% | 15%[57.1 µM] | 27% | 6% | -4% | 0% | 10%[57.1 µM] | COc1ccc(Sc2nnc(-c3ccccc3)cc2C#N)cc1
3% | -1 | -8% | -12%[57.1 µM] | 18%[57 µM] | -2% | -8% | -9% | -7%[57.1 µM] | COc1ccc(OCC(=O)NCCS(=O)(=O)N2CCN(c3cccc(Cl)c3)CC2)cc1
4% | -3 | -10% | -6% | 28% | 20% | 2% | -1% | -12% | CCCNC(=O)C(CC)n1nc(CC)n2c(cc3oc(C)cc32)c1=O (configuration not stated)
10% | -6 | -13% | -7% | 15% | 2% | -6% | -4% | -4% | Cc1cccc(C)c1-n1c(C)cc(/C=N/NC(=O)c2ccncc2)c1C
11% | 2 | -3% | ? | 31% | -2% | -4% | -19% | 2% | O=[N+]([O-])c1cc(S(=O)(=O)NCCCN2CCOCC2)ccc1Cl
9% | 0 | -15% | -29% | 3% | 7% | -8% | 9% | 0% | Cc1sc(NC(=O)c2ccccc2F)c(CN2CCCCC2C)c1C (configuration not stated)
-2% | 1 | -14% | 13% | 96%[activator] | 4% | . | 2% | -10% | CCOC(=O)c1cc2sccc2n1Cc1ccc(C#N)cc1
1% | -1 | -13% | 5%[57.1 µM] | 16% | 4% | 2% | -1% | -8% | CC(C)OCCCNC(=O)c1cccc2c1C(=O)c1ccc(Cl)cc1S2(=O)=O
4% | 3 | -17% | -2% | 28% | 11% | 5% | -3% | -2% | Cc1ccc(NC(=O)c2cccc(S(=O)(=O)Nc3c(C)n(C)n(-c4ccccc4)c3=O)c2)cc1C
-5% | 3 | -7% | 22% | 23% | 8% | i | 3% | 0% | Cn1c(CN2CCN(C(=O)c3ccccc3)CC2)nc2cc([N+](=O)[O-])ccc21
14% | 0 | -7% | 25% | -11% | 3% | 1% | -7% | 17% | COc1cc(CNc2ncnc3c2[nH]c2ccc(C)cc23)cc(OC)c1
-1% | 2 | -17% | 25% | 7% | . | . | -1% | 4% | CCCSc1ncc(Cl)c(C(=O)Nc2c(C(=O)c3ccc(F)cc3)oc3ccccc23)n1
4% | 1 | -22% | -10% | 18% | 1% | -9% | 14% | -6% | O=C(CSc1nc2cc(Cl)ccc2s1)NC1CCCc2ccccc21 (configuration not stated)
-1% | 4 | -20% | 26% | 44%[activator] | -15% | -1% | -6% | 5% | CCN1CCN(C(CNS(=O)(=O)c2ccc(F)cc2)c2cccnc2)CC1 (configuration not stated)

A different layout for part of the listing above.
> O=[N+]([O-])c1cc(S(=O)(=O)NCCCN2CCOCC2)ccc1Cl
  GLS inh = 11%; PI4K2A inh = 2; USP1 inh = -3%; TrxR1 inh = ?; HP1b binding inh = 31%; mIDH1 inhibitor = -2%; Tb PGK inh = -4%; Pin1 inh = -19%; TrxR1 substrate = 2%
> COc1ccc(Sc2nnc(-c3ccccc3)cc2C#N)cc1
  GLS inh = -2%; PI4K2A inh = 2; USP1 inh = -1%; TrxR1 inh = 15%[57.1 µM]; HP1b binding inh = 27%; mIDH1 inhibitor = 6%; Tb PGK inh = -4%; Pin1 inh = 0%; TrxR1 substrate = 10%[57.1 µM]

(more compounds)
GLS inh | PI4K2A inh | USP1 inh | TrxR1 inh | HP1b binding inh | mIDH1 inhibitor | Tb PGK inh | Pin1 inh | TrxR1 substrate | compound
-5% | 2 | -11% | 24% | 55%[activator] | -17% | i | ? | 8% | CCCCCc1ccc(-c2ccc(C(=O)Oc3ccc(C(=O)OC)cc3)cc2)nc1
? | -1 | ? | -40% | 10% | 4% | -5% | ? | 49% | CCNc1nc(SCC(N)=O)nc2sc3c(c12)CCN(C)C3
-4% | 5 | -24% | 14% | 33% | 5% | -3% | -4% | 3% | CC(C)(C)OC(=O)C[C@@H]1C/C=C\C[C@H](CC(=O)NCCO)C(=O)N[C@@H](c2ccccc2)COC1=O
-1% | -12 | 0% | 5% | 16% | 2% | . | 0% | 4% | COc1ccc(Br)cc1S(=O)(=O)N(CC(=O)N1CCOCC1)c1ccccc1
-9% | -1 | -23% | 3% | 33% | 0% | i | -5% | 3% | CCc1nnc(NC(=O)CCC(=O)N2CCN(Cc3ccc(C)cc3C)CC2)s1
10% | 7 | -3% | 4%[57.1 µM] | 40%[activator] | 1% | -2% | 7% | -10% | COc1cccc(-n2nc(-c3ccnn3-c3ccc(C)cc3)c(=O)n(C)c2=O)c1
2% | 1 | -21% | 13% | 23% | 2% | -4% | -6% | 0% | COc1cc(CC(=O)Nc2ccc3nc(SC)sc3c2)cc(OC)c1OC
14% | -4 | -11% | . | . | -6% | -9% | . | . | CCNc1ccc(S(=O)(=O)N2CCOCC2)cc1NCC(=O)Nc1cccc(Br)c1
2% | -8 | 2% | -9%[57.1 µM] | 20% | 6% | 0% | 4% | -9%[57.1 µM] | N#Cc1ccc(S(=O)(=O)N2CCCN(c3nc4ccc(Cl)cc4s3)CC2)cc1
-1% | -1 | -17% | -1% | -6% | 1% | 2% | -8% | -4% | O=[N+]([O-])c1cc(/C=N/N2CCN(C3c4ccccc4-c4ccccc43)CC2)ccc1Cl
27% | 0 | -20% | -1% | 42%[activator] | -2% | -3% | 11% | -8% | CC(=O)N1CCN(c2ccc(NC(=O)c3ccc(C)cc3)cc2)CC1
0% | 8 | ? | 18% | 3% | 8% | i | -9% | 7% | CCCC1(c2ccccc2)NC(=O)NC1=O (configuration not stated)
4% | -2 | -19% | 1% | 18% | 0% | -3% | 20% | -4% | COc1ccc2c(c1)c(=O)c(C(=O)c1ccc(C)cc1)cn2CC(=O)Nc1ccc(F)cc1
-7% | -18 | -10% | 23% | -7% | 5% | 2% | 1% | 10% | CCc1nc2sc3ccccc3c(=O)c2c(=O)n1CCOC
3% | 4 | -3% | -5% | 25% | -6% | 5% | 1% | 2% | CCOC(=O)CC(=O)Nc1nnc(CC(C)C)s1
-7% | -2 | -18% | -3% | 21% | -17% | -1% | -8% | -5% | O=C(Nc1nnc(-c2ccc3c(c2)CCCC3)o1)C1COc2ccccc2O1 (configuration not stated)
-2% | -1 | -23% | . | . | -4% | 4% | . | . | COc1ccc(/C=C/C(=O)OCC(=O)N2c3ccccc3CC2C)cc1 (configuration not stated)
5% | -2 | -14% | -23% | 42%[activator] | 1% | 9% | 0% | -15% | Cc1ccc(C)c(-n2nnnc2SCC(=O)NCCC2=CCCCC2)c1

2 neighbouring records from above, quoted:
GLS inh | PI4K2A inh | USP1 inh | TrxR1 inh | HP1b binding inh | mIDH1 inhibitor | Tb PGK inh | Pin1 inh | TrxR1 substrate | compound
3% | -3 | -12% | -20% | 12% | 4% | 3% | -2% | -1% | O=S(=O)(Cc1ccccc1)NC1c2ccccc2Oc2ccccc21
15% | 8 | -11% | -13% | 12% | -5% | 3% | -9% | -14% | COc1ccc(Cl)cc1C(=O)NNC(=O)c1ccc(F)c(S(=O)(=O)N2CCOCC2)c1

Screens from PubChem BioAssay.
